West Nile virus CPE – West Nile virus antiviral activity, cell-based, CPE readout (AID 1621); West Nile virus-infected cells, CPE inhibition; higher % means a stronger effect; one-dose CPE inhibition, % at 10 µM; IC50 in µM for titrated hits; hit rate 0.02% among 290,000; in the data active = a potency from the dose series; inconclusive = CPE inhibition mostly from about 3.7% at the one dose, without a potency; inactive = the rest, 99 in 100 with CPE inhibition below about 2.2%; note: strong numbers were not always called active
TNAP activators – human TNAP enzyme activators, primary screen, biochemical, luminescent, no phosphate acceptor, uHTS (AID 1001); purified TNAP, luminescent activation assay, no phosphate acceptor; higher activation fold means a stronger effect; activation fold at 20 µM, or EC50 in µM where a hit was titrated; hit rate 0.03% among 200,000; in the data active = activation fold from about 3, or a potency from the dose series; inactive = the rest, 99 in 100 with activation fold below about 1.6; note: many of its hits are not listed in these tables
Large T inhibition – TAg ATPase/helicase activity blockers – biochemical (AID 1903) | one-dose inhibition, % at 20 µM; IC50 in µM for titrated hits | SV40 large T antigen ATPase/helicase inhibition assay; higher % means a stronger effect | hit rate 0.39% among 310,000; in the data active = a potency from the dose series; inconclusive = inhibition mostly from about 32% at the one dose, without a potency; inactive = the rest, 99 in 100 with inhibition below about 32%; note: strong numbers were not always called active
PMI inhibitors – inhibitors of human PMI, primary screen, biochemical, fluorescence intensity, coupled assay (AID 1209); purified PMI enzyme, coupled fluorescence intensity; higher % means a stronger effect; inhibition, % at 20 µM, or IC50 in µM where a hit was titrated; hit rate 0.42% among 190,000;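 note: plate controls were DMSO vehicle for no effect and wells lacking substrate for full effect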
ER stress rescue – rescue of cells from ER stress-induced death, primary screen, 384-well, CSM14.1, thapsigargin, ATP luminescence (AID 1222). 190,000 tested, under 10 active. CSM14.1 thapsigargin-induced death rescue, ATP luminescence; higher % means a stronger effect. cellular ATP content (survival), % at 20 µM; hits with a dose series show EC50 in µM;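 active = EC50 below 50 µM in the dose-response confirmation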;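 note: death triggered by thapsigargin at about 15 µM added after 2 h compound pretreatment; cell ATP read after overnight thapsigargin exposure of roughly 18 to 22 hours; normalized against plate controls of thapsigargin alone and 5% DMSO vehicle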
human PMI inhibitors – human PMI inhibitors, high substrate, primary screen, biochemical, fluorescence intensity, high mannose 6-phosphate (AID 1220) | hit rate 0.66% among 190,000 | recombinant PMI enzyme, coupled fluorescence intensity; higher % means a stronger effect | one-dose inhibition, % at 20 µM; IC50 in µM for titrated hits
Ins promoter up – MIN6 insulin promoter up-regulation; MIN6 insulin promoter-GFP reporter, high-content imaging; hits give high values; z-score at 5 µM; hit rate 0.3% among 190,000; AID 1625;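 active = z-score above 3 at 5 µM with at least 500 cells counted in the well; inconclusive = wells under 500 cells, flagged as cytotoxic or low count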
RSV antiviral HEp-2 – RSV antiviral activity via CPE protection, HEp-2 cells, primary 10 µM value included (AID 2391); CPE inhibition, % at 10 µM, or IC50 in µM where a hit was titrated; HEp-2 cells, RSV-induced CPE inhibition; higher % means a stronger effect; hit rate 0.13% among 310,000; in the data active = a potency from the dose series; inconclusive = CPE inhibition mostly from about 23% at the one dose, without a potency; inactive = the rest, 99 in 100 with CPE inhibition below about 21%; note: strong numbers were not always called active
Salmonella PhoP GFP – inhibitors of PhoP regulon expression, primary screen, Salmonella Typhimurium, GFP reporter (AID 1863) | S. Typhimurium PhoP-regulated promoter GFP reporter, 4 h; higher % means a stronger effect | inhibition, % at 50 µM, or IC50 in µM where a hit was titrated | hit rate 0.16% among 300,000;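 active = inhibition over 29.93%, a cutoff 3 SD above the screen mean, later confirmed by dose response; inconclusive = inhibition over 29.93% but no dose response follow-up; inactive = inhibition at most 29.93% or unconfirmed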;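 note: 0% = low Mg2+ inducing control and 100% = high Mg2+ repressing control; strong numbers were not always called active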
Ins promoter up cell count – further read-out of Ins promoter up, marked with its call; cell count; measured here: cytotoxicity, nuclei count;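 total cells summed across four imaged fields per well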
An asterisk follows results filed as active; ? = inconclusive; . = no result given. Cut-off read from the data, not from the text of the source, unless noted: active = inhibition above about 50%; inactive = the rest. An unsorted share of the library; 1.5% or so of the library scored in one or more.

Values run as follows: West Nile virus CPE, TNAP activators, Large T inhibition, PMI inhibitors, ER stress rescue, human PMI inhibitors, Ins promoter up, Ins promoter up cell count, RSV antiviral HEp-2, Salmonella PhoP GFP
Fc1cccc(Cc2noc(CN3CCOCC3)n2)c1
→ 0.2%, 1.1, 4%, 5%, -0.9%, 7%, 0.5, 1379, 0.0%, -3%
COCc1cc(C)nc(SCC(=O)Nc2cc(C(F)(F)F)ccc2N2CCOCC2)c1C#N
→ -0.4%, ., -4%, ., ., ., ., ., 1.2%, 4%
COc1ccccc1C(=O)NNC(=O)C(=O)NC1CCCCC1
→ -0.5%, ., 7%, ., ., ., ., ., 4.4%, -3%
c1ccc(CCc2nc(-c3cccnc3)no2)cc1
→ 0.3%, 1.1, 2%, 4%, -0.8%, 1%, -0.13, 1249, 2.2%, 10%
COc1ccc(C(=O)c2sc3nc(-c4ccc(OC)cc4)ccc3c2N)cc1
→ 0.7%, 1.1, 1%, -4%, 0.3%, -11%, 0.68, 1567, 0.9%, -28%
NC(=O)c1c(NC(=O)c2cccnc2)sc2c1CCCCC2
→ -0.9%, ., 14%, ., ., ., ., ., 1.4%, -2%
COC(=O)CSCc1nc2ccccc2[nH]c1=O
→ -0.1%, 1.3, 7%, -23%, 0.9%, -23%, 0.51, 942, 0.7%, 0%
COc1cc(/C=N/NC(=O)c2ccccc2O)ccc1OCC(=O)Nc1ccccc1
→ -1.2%, ., 13%, ., ., ., ., ., 4.2%, -4%
CCCCOC(=O)C1C2C=C[C@]3(CN(C(C)c4ccc(OC)cc4)C(=O)[C@H]13)O2 (stereo not given in full)
→ -0.2%, 1, -2%, 5%, -0.8%, 6%, -2, 1052, 1.2%, -1%
CCCC1CC(C#N)N(N(C)C)C1=C(C#N)C#N (stereo not given)
→ 1.1%, ., 16%, ., ., ., 0.24, 1139, -2.5%, 3%
CCOC(=O)N1CCN(C(=O)CSCC(=O)N=c2sc3ccccc3n2C)CC1
→ 0.1%, 1.1, 23%, 13%, 3.0%, 9%, -0.13, 1225, 2.5%, -2%
CCCCc1cc(=O)oc2cc(OCC(=O)NC3CCN(Cc4ccccc4)CC3)ccc12
→ -0.8%, ., 8%, ., ., ., ., ., -3.1%, -3%
Cc1cccc(NC(=O)N(Cc2nc3ccccc3c(=O)[nH]2)C2CCCC2)c1
→ -1.3%, 1.1, 18%, 13%, -1.1%, 10%, -0.23, 1647, 2.8%, -5%
C=C(c1ccc(OCCO)cc1)c1ccc(OCCO)cc1
→ 0.2%, 1, 24%, -41%, -1.1%, -70%, 0.31, 1301, 2.1%, 4%
CC(C)N1CCN(CC2COc3ccccc3O2)CC1 (stereo not given)
→ 0.4%, ., -2%, ., ., ., ., ., -0.4%, 7%
O=C(CNC(=O)c1ccc(Cl)cc1Cl)NCC(=O)Nc1ccccc1N1CCOCC1
→ 0.3%, 1.2, 8%, 2%, ., 1%, -0.58, 1277, 1.7%, -5%
O=C(c1ccco1)N1CCC(c2nc3c(nnn3Cc3c(Cl)cccc3Cl)c(=O)[nH]2)CC1
→ 0.5%, ., -3%, ., ., ., ., ., 1.4%, -5%
O=C(c1ccc(O)c(Cl)c1)N1CCN(S(=O)(=O)c2ccccc2)CC1
→ -0.5%, ., 12%, ., ., ., ., ., 0.5%, 7%
O=C(O)CNc1ccccc1C(=O)O
→ 0.5%, ., 16%, ., ., ., -0.32, 1107, 0.4%, -5%
COc1ccc(OC)c(S(=O)(=O)N(C)CC(=O)Nc2ccc3c(c2)OCO3)c1
→ -0.1%, 1.1, 3%, 4%, -2.3%, 1%, -0.16, 1294, -0.1%, 5%
CC(C)Sc1nc2ncnc(N)c2[nH]1
→ 1.4%, 0.4, -1%, -9%, 0.2%, -7%, -0.04, 1342, 1.4%, 1%
CCC(C)OC(=O)n1ccc(C(=O)Nc2nccs2)n1 (stereo not given)
→ -0.3%, 0.8, 1%, 5%, -3.4%, 1%, ., ., 0.6%, 11%
CCN(c1ccc(NC(=O)COC(=O)c2ccc(C)s2)cc1)C(C)C
→ 0.0%, 1.2, 30%, -2%, -0.9%, 6%, 0.04, 1246, -1.7%, 3%
Cc1cnc(C(=O)OCC(=O)Nc2ccc(C)c(S(=O)(=O)N(C)C)c2)cn1
→ 0.6%, ., -3%, ., ., ., 0.04, 1064, -0.9%, .
CCN(CC)C(=S)NC(=O)C12CC3CC(CC(C3)C1)C2
→ -0.6%, 1, ., 0%, 2.1%, -4%, 0.06, 1656, -1.6%, .
CCOc1ccc(N2C(=O)CN(c3cccc4ccccc34)C2=S)cc1
→ 1.4%, 1, 4%, -1%, -0.9%, -6%, -0.55, 1452, 0.5%, -2%
Cc1cccc(OCC(=O)NC(=S)Nc2ccc(S(=O)(=O)NC3CCCCC3)cc2)c1
→ -0.1%, 0.9, 2%, 10%, 0.0%, 9%, 0.19, 753, 0.3%, 7%
Cc1cc(C)c(NC(=O)c2ccc(CN3CCc4ccccc4C3)cc2)c(C)c1
→ -0.4%, 1.2, 5%, 8%, -4.3%, -3%, -0.28, 932, 1.0%, 0%
CC(C)CC(=O)N1CCN(Cc2ccc(Cl)cc2)CC1
→ 0.8%, ., 12%, ., ., ., ., ., 0.4%, -3%
Cc1cccc2c(CC(=O)O)noc12
→ 0.6%, 1.1, 2%, -12%, -0.4%, -9%, 0.03, 1330, 4.0%, -14%
CCOc1ccccc1/C=C(/NC(=O)c1ccccc1)C(=O)NC(C)c1ccccc1 (stereo not given)
→ -1.2%, 1.1, 6%, 19%, -1.3%, 9%, -0.54, 1216, 3.5%, -15%
COc1ccc(C(C)(C)C)cc1NC(=O)CNc1cccc2ccccc12
→ -0.8%, 1.1, 0%, 34%, -1.2%, 41%, -0.07, 1540, 7.1%, 21%
C=CCNC(=S)/C(=C(\[O-])c1ccc(Cl)cc1)[n+]1ccccc1
→ -0.7%, ., 18%, ., ., ., -0.1, 1466, 0.5%, -9%
CCCCCCCNC(=O)C1(CC2CC(c3ccc(Cl)cc3)=NO2)CCNCC1 (stereo not given)
→ -2.0%, ., 21%, ., ., ., ., ., -5.1%, 54µM*
CCN(CC)P(=O)(Nc1ccc(SC(F)F)cc1)c1ccc(N(C)C)cc1NC(=O)c1ccco1 (stereo not given)
→ -1.5%, 1.1, -1%, 27%, -0.3%, 35%, 0.27, 987, 11%, -5%
COc1ccc(-c2cc(-c3ccc(O)cc3)nc(N)c2C#N)cc1OC
→ 0.3%, 1.1, 6%, ., 0.3%, ., -0.91, 1215, 0.0%, -2%
CC(C)CNC(=O)c1ccccc1Oc1ccccc1
→ -0.4%, 1.2, 8%, 2%, -0.8%, -4%, -0.46, 892, -0.1%, -7%
CCOC(=O)c1sc(NC(=O)CSc2ncccn2)c(C#N)c1C
→ -0.6%, 1.1, -3%, 6%, -2.5%, -1%, 0.05, 1211, ., 3%
O=C(NCCCSc1ccccc1)c1cnc(Cl)c(Cl)c1
→ 1.9%, ., 17%, ., ., ., ., ., 1.6%, 1%
CCCCOc1ccc(CNC(=S)N/N=C/c2ccc(OC)c(OC)c2)cc1
→ 1.1%, 1.1, 3%, 0%, 0.0%, -5%, -0.45, 811, 51%, 3%
CC(C)OC(=O)CC(=O)c1sc2nc3c(cc2c1N)CN(C)CC3
→ 0.5%, 0.9, -4%, -57%, -1.4%, -46%, 0.35, 1179, 3.9%, -27%
CCSc1nnc(NC(=O)CSc2nnc(Cc3cccn3C)n2CCc2ccccc2)s1
→ -0.3%, 1, 25%, 4%, -2.3%, 3%, 0.55, 1261, -0.1%, -3%
O=C1c2ccccc2C(=O)c2c1cccc2N1CCN(CCO)CC1
→ -0.5%, 0.9, 2%, -6%, -0.9%, 13%, -1, 1300, -3.1%, -3%
CCCN(CCC)C(=O)CSc1nc2n[nH]c(C)c2c(=N)n1-c1ccc(OC)cc1
→ ., 1.4, 13%, 6%, -1.3%, 2%, ?, ., 17%, 1%
COc1ccccc1NC(=O)C1CCN(S(=O)(=O)c2ccc3c(c2)NC(=O)C(C)S3)CC1 (stereo not given)
→ -0.2%, ., -15%, ., ., ., ., ., 64%, 4%
CCCNC(=O)c1nc(C)n(-c2cc(Cl)cc(Cl)c2)n1
→ -0.3%, 1.1, 9%, 3%, -1.2%, 3%, 0.29, 1499, 0.5%, -6%
Cc1noc(C)c1COC(=O)c1ccc2c(c1)OCCO2
→ 0.3%, 1.1, -1%, 6%, -2.0%, 7%, ., ., 1.9%, 10%
O=C(Nc1ccc(Br)cc1)C1CCC(=O)N1Cc1ccccc1Cl (stereo not given)
→ -0.3%, 1.1, 11%, -3%, 1.0%, -2%, 0.61, 1641, 3.0%, -13%
CCOC(=O)CNC(=S)N1CCn2c(nc3ccccc32)C1
→ -0.4%, 1, 10%, -4%, -0.9%, -3%, ., ., 3.0%, -4%
CCC(C)[C@H]1CNC(=S)N1CCc1cc(C(F)(F)F)cc(C(F)(F)F)c1 (stereo not given in full)
→ -0.5%, 1.1, 5%, 18%, 3.0%, 9%, -0.31, 1334, 4.1%, -2%
Cc1csc(NC(=O)CSc2nnc(-c3ccco3)n2C)n1
→ 0.4%, 1.1, -6%, 2%, -2.3%, -4%, 0.41, 1328, 1.1%, 10%
CC(=O)Nc1ccc(N2C(=O)CC(N3CC(C)OC(C)C3)C2=O)cc1 (stereo not given)
→ -0.1%, 1, 13%, -1%, -1.8%, -5%, 1.2, 1154, 4.2%, 2%
COc1ccc(-c2[nH]ncc2/C=C(/C#N)C(=O)NC2CCCCC2)cc1
→ 1.2%, 1, -2%, 13%, 2.4%, 10%, -0.13, 859, 2.5%, 11%
Cc1cccc(OCc2nnc(SCC(=O)N3CCc4ccccc43)n2C)c1
→ -0.6%, 1.1, 1%, 7%, -0.2%, 2%, 0.19, 1196, 1.9%, 17%
CN(Cc1ccco1)C(=O)C(Cc1ccccc1)NS(=O)(=O)c1ccc2c(c1)CCC(=O)N2 (stereo not given)
→ 0.8%, 1.1, 6%, -4%, -0.4%, -12%, -0.08, 849, 0.7%, 9%
Cc1ccc(-n2c(SCC(N)=O)nc3c(oc4ccccc43)c2=O)cc1
→ 0.3%, ., 0%, ., ., ., ., ., 1.9%, 6%
Cc1ccnc(NC(=O)CCC2CCCCC2)c1
→ -0.2%, 1.1, 6%, 4%, -2.0%, 3%, 0.48, 1299, 1.3%, -4%

As a working copy, 3 of the compounds above.
Values run as follows: West Nile virus CPE, TNAP activators, Large T inhibition, PMI inhibitors, ER stress rescue, human PMI inhibitors, Ins promoter up, Ins promoter up cell count, RSV antiviral HEp-2, Salmonella PhoP GFP
CCOc1ccccc1/C=C(/NC(=O)c1ccccc1)C(=O)NC(C)c1ccccc1 (stereo not given)
→ -1.2%, 1.1, 6%, 19%, -1.3%, 9%, -0.54, 1216, 3.5%, -15%
COc1ccc(C(C)(C)C)cc1NC(=O)CNc1cccc2ccccc12
→ -0.8%, 1.1, 0%, 34%, -1.2%, 41%, -0.07, 1540, 7.1%, 21%
C=CCNC(=S)/C(=C(\[O-])c1ccc(Cl)cc1)[n+]1ccccc1
→ -0.7%, ., 18%, ., ., ., -0.1, 1466, 0.5%, -9%
